KDM5B inhibitor = inhibitors of human KDM5B histone demethylase | Q9UGL1 | KDM5B demethylase, FDH-coupled NADH fluorescence (FDH is formaldehyde dehydrogenase) | Potency, µM (doses to about 57.7 µM), without a hit: at the highest dose activity change, negative = inhibition, actives largely listed as inhibitors | actives 2.6% (n = 220,000); active = well fitted inhibition curve with a large enough effect; inconclusive = small, poorly fitted or top-dose-only effect; inactive = no such curve, though single readings can be large or run the other way; note: 0% is about no effect; nearly all actives have a fitted effect of over 70% in size
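Compound dilutions met 200 nM (final) KDM5BΔAP for 10 min at room temperature before substrate addition. The substrate mix held 12.5 µM H3K4me3 with cofactors 25 µM α-ketoglutarate and 50 µM Fe²⁺. NADH signal gain over 30 min defined activity.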
Starred values were filed as active, the others as inactive; i = inactive; ? = inconclusive; [ ] = dose if it differs, or a comment. Potency is the fitted concentration of half-maximal effect. The list is partial; the hit share may differ from the screen's.

# | canonical_smiles | KDM5B inhibitor
1 | CCCCN1CC(c2nc3ccccc3n2Cc2cccc3ccccc23)CC1=O (configuration not stated) | 4%
2 | Cc1ccc(S(=O)(=O)c2nc(-c3ccc(Cl)cc3)oc2N2CCCCCC2)cc1 | ?
3 | COc1ccc(SCC(=O)Nc2ccc(C(=O)N(C)C)cc2)cc1 | -16%
4 | O=S(=O)(c1ccccc1)N1CCC(n2cc(-c3cncnc3)nn2)CC1 | 24%
5 | CC(=O)c1c(SCC(=O)Nc2ccc(F)cc2F)nc(=O)[nH]c1C | -2%
6 | COc1cc(C(=O)Nc2cccc(C)n2)ccc1OCC(=O)N1CCOCC1 | 28%
7 | CCC(C)NC(=O)Cn1c(=O)n(CCCCCC(=O)Nc2ccccc2)c(=O)c2sccc21 (configuration not stated) | 3%
8 | O=C(Nc1cccc2cccnc12)C(c1ccccc1)c1ccccc1 | -15%
9 | O=C(c1cc(-c2ccc(F)cc2)on1)N1CCCCCC1 | 33%
10 | CC1CN(C(=S)NC2CCCC2)CC(C)O1 (configuration not stated) | 20%
11 | COCCN1C(=O)c2n[nH]c(-c3ccco3)c2C1c1ccc(O)cc1 (configuration not stated) | 11%
12 | CCC1=C(c2ccc(C)cc2)S(=O)(=O)N=C1N1CCC(C(=O)N2CCCCC2)CC1 | -7%
13 | COc1ccc(-c2cc(C(=O)O)c3cc(C(C)C)ccc3n2)cc1 | i
14 | O=C(Nc1ccccc1)N1CCC(N2CC3CC(C2)[C@H]2CCCC(=O)N2C3)CC1 (some centres not stated) | -23%
15 | COc1cccc(CNC(=O)c2ccc3c(c2)sc2nc(-c4ccccc4)cn23)c1OC | ?

Structures from the list above with fluorine:
# | canonical_smiles | KDM5B inhibitor
5 | CC(=O)c1c(SCC(=O)Nc2ccc(F)cc2F)nc(=O)[nH]c1C | -2%
9 | O=C(c1cc(-c2ccc(F)cc2)on1)N1CCCCCC1 | 33%

(continued)
# | canonical_smiles | KDM5B inhibitor
16 | CCCc1noc(-c2cccn3c(CNC(=O)Cc4ccccc4Cl)nnc23)n1 | ?
17 | O=C(NCC1(N2CCOCC2)CCSC1)Nc1ccccc1 (configuration not stated) | 10%
18 | NC(=O)c1cccc(NC(=O)c2cccc(CN3CCNC(=O)C3)c2)c1 | -29%
19 | COCCn1nc2n(c1=O)CCN(C(=O)c1ccc(OC)nc1OC)CC2 | 23%
20 | COCCOC1CCOC2(CCN(C(=O)Nc3cccc(C)c3)CC2)C1 (configuration not stated) | 1%
21 | Cn1c([C@H]2CCN(Cc3ccccc3)C2)nc2ccccc21 | ?
22 | c1cc(CN2CCc3c(sc4ncnc(N5CCCC5)c34)C2)ccn1 | 25µM*
23 | CCOc1cc(C(=O)NC2CCN(c3cc(-c4ccccc4)[nH]n3)C2)cc(OCC)c1OCC (configuration not stated) | ?
24 | Cc1ccc(F)c(S(=O)(=O)NCc2cccc3c2OCCO3)c1 | 18%
25 | Cc1ccc(NC(=O)c2ccccc2SCC(=O)NC2CC2)c(C)c1 | -7%
26 | CC(Oc1ccc(F)cc1)C(=O)Nc1cccc(-c2nc3ccccc3o2)c1 (configuration not stated) | -19%
27 | O=C(CSc1ccccc1C(=O)O)Nc1ccc2c(c1)OCCCO2 | 12%
28 | COc1ccc(Nc2nc3ccccc3nc2NS(=O)(=O)c2cccs2)cc1OC | 1%
29 | Cc1cc(C)c(NS(=O)(=O)c2cc(-c3cnc(C4CC4)o3)ccc2C)c(C)c1 | -19%
30 | CCC(C)NC(=O)c1cnn(-c2ccc(Cl)cc2)c1C1CCN(C(=O)OC(C)(C)C)CC1 (configuration not stated) | 2%

Continuation:
# | canonical_smiles | KDM5B inhibitor
31 | O=C(NCc1nnc2n1C(C(=O)O)CC2)c1ccc2c(c1)OCO2 (configuration not stated) | ?
32 | Cn1ccnc1CN1C[C@@H](C(=O)O)C[C@@H](C(=O)NCc2ccncc2)C1 | 6%
33 | COc1ccc(Br)cc1CNC(=O)c1cc(=O)[nH]c2ccc(S(=O)(=O)N3CCCC3)cc12 | -5%
34 | c1cc(CN2CC[C@H]3CNC[C@H]32)cc(OCCCCN2CCCCC2)c1 | ?
35 | Cc1cc(C(=O)NC2CC(=O)N(Cc3ccccc3C(F)(F)F)C2)nn1C (configuration not stated) | -15%
36 | O=C1CCCN1CCCN1C(=O)[C@@H]2C[C@@H](O)CN2C2(CN(Cc3cnc4ccccc4c3)C2)C1=O | 8%
37 | O=C(Nc1ccc(F)cc1F)N1CCCC(Cn2c(C3CC3)nc3cccnc32)C1 (configuration not stated) | 0%
38 | CCc1cccc(NC(=O)Nc2ccc3c(c2)N(C)C(=O)c2ccccc2S3)c1 | -3%
39 | CCS(=O)(=O)N1CCC(Cc2nncn2Cc2ccccc2)C1 (configuration not stated) | 20%
40 | COCC(=O)N1CC(C(=O)Nc2ccccn2)C2(CCOCC2)C1 (configuration not stated) | -1%
41 | Cc1ccc2oc(=O)c3cc(C(=O)Nc4ccccc4C(N)=O)sc3c2c1 | -16%
42 | COc1ccc(-c2nc3cnccc3o2)cc1NC(=O)c1ccccc1 | -14%
43 | COc1ccc2c(CN(C)CCOc3ccc(F)cc3)cc(=O)oc2c1 | -18%
44 | Cc1ccc(NC(=O)c2ccc(NC(=O)N3CCSc4ncccc43)cc2)cc1Cl | ?
45 | CCc1cc(C(=O)NCc2cc3n(n2)CCCN(S(C)(=O)=O)C3)cs1 | 6%

(list continues)
# | canonical_smiles | KDM5B inhibitor
46 | CCCCOc1ccc(C(=O)C(CCC(CNC(C)(C)C)C(=O)c2ccc(OCCCC)cc2)CNC(C)(C)C)cc1 (configuration not stated) | ?
47 | CC(C)(C)c1nc(C(C)(C)NC(=O)C2Cc3ccccc3O2)no1 (configuration not stated) | 12%
48 | Cc1ccc(C(=O)NC(C(=O)N2CCCC2)C2CCN(C(=O)c3ccccc3F)CC2)cc1 (configuration not stated) | ?
49 | Cc1c(C)c2ccc(OCC(=O)NCCc3ccc(S(N)(=O)=O)cc3)cc2oc1=O | ?
50 | Cc1ccc(C)c(CN2CCn3c(nn(CCCOc4ccc(F)cc4)c3=O)C2=O)c1 | -9%
51 | O=C(c1c[nH]c2ccccc12)C(Nc1cccc(CO)c1)c1ccccc1 (configuration not stated) | 6%
52 | Cc1cnc(C2CCOCC2)n1C1CCN(C(=O)Nc2ccc3c(c2)OCCO3)CC1 | 22%
53 | Cc1nc(N2CCC(NC(=O)c3ccc(F)cc3Cl)CC2)cc(C(F)(F)F)n1 | 7%
54 | Cc1ccc(CNC(=O)CSc2c(C(C)C)cnc3c2c(=O)n(C)c(=O)n3C)cc1 | 5%
55 | Oc1ccccc1CN1CCOC[C@H]1c1ncc(-c2ccc(F)cc2F)[nH]1 | -1%[86.2 µM]
56 | CCCCCCCc1ccc(C(=O)CCC(=O)O)cc1 | 15%
57 | Fc1ccccc1-c1nnc([C@H]2CCN(Cc3ccco3)C2)o1 | -15%[86.2 µM]
58 | Cc1ccc(S(=O)(=O)N(C)C)cc1NC(=O)c1cccs1 | 7%
59 | O=[S+]1([O-])NCC2(CCN(Cc3cccc4ccccc34)C2)Nc2ccccc21 (configuration not stated) | -4%
60 | CCCCN(C)CCCNC(=O)CN1C(=O)COc2ccc(S(=O)(=O)N3CCC(C)CC3)cc21 | 3%

3 records picked at random from the list so far, as already listed:
# | canonical_smiles | KDM5B inhibitor
56 | CCCCCCCc1ccc(C(=O)CCC(=O)O)cc1 | 15%
58 | Cc1ccc(S(=O)(=O)N(C)C)cc1NC(=O)c1cccs1 | 7%
52 | Cc1cnc(C2CCOCC2)n1C1CCN(C(=O)Nc2ccc3c(c2)OCCO3)CC1 | 22%

Additional records
# | canonical_smiles | KDM5B inhibitor
61 | Cc1ccccc1NC(=O)Cn1c(=O)n(CC2CCC(C(=O)NC(C)C)CC2)c(=O)c2sccc21 (configuration not stated) | -14%
62 | CC(=O)NCCC12CC3CC(CC(C3)C1)C2 | 12%
63 | CCc1ccc(NC(=O)C2CCCN(S(=O)(=O)c3cccc4cccnc34)C2)cc1 (configuration not stated) | 10%
64 | COc1ccc(CN2Cc3[nH]nc(-c4ccc(CO)cc4)c3CC2=O)cc1 | -7%[86.2 µM]
65 | Cc1nc2c(NC(=O)Nc3cccc(C(F)(F)F)c3)cccn2n1 | -19%
66 | CN1CC(=O)N(C2CCC2)Cc2c(NCC3CC3)ncnc21 | ?
67 | Cc1ccc(CN2CC(Oc3cccc(C(=O)N4CCOCC4)c3)C2)s1 | 8%
68 | Cc1cc(C(=O)Nc2ccccc2C(=O)O)ccc1NC(=O)CSc1ccccc1 | 2%
69 | Cc1ccc(CC(=O)N2CCC(NS(=O)(=O)c3ccc(Cl)cc3)CC2)cc1 | -4%
70 | CCOc1ccc(CNCCSc2nnnn2C)cc1 | 9%
71 | O=C1[C@@H]2C[C@@H](CN2C(=O)C2CC2)Oc2ccccc2N1Cc1ccc(OC(F)(F)F)cc1 | 8%
72 | O=C1NCCCCCCN(Cc2ccncc2)[C@@H]2CN(Cc3ccncc3)CC[C@@H]12 | ?
73 | Cc1ccc(/C=[N+](\[O-])c2ccccc2)cc1 | -24%
74 | COc1ccc(-c2ccc(=O)n(CC(=O)NCCc3ccccc3)n2)cc1 | ?
75 | COc1cc(F)ccc1-c1cc(C(=O)NCCc2cnc[nH]2)c2c(c1)N(C)CCO2 | 40µM*

With a hit mark in KDM5B inhibitor, of those listed so far:
# | canonical_smiles | KDM5B inhibitor
22 | c1cc(CN2CCc3c(sc4ncnc(N5CCCC5)c34)C2)ccn1 | 25µM*
75 | COc1cc(F)ccc1-c1cc(C(=O)NCCc2cnc[nH]2)c2c(c1)N(C)CCO2 | 40µM*

Continuation.
# | canonical_smiles | KDM5B inhibitor
76 | C/C(=N/NC(N)=S)c1ccc(Cl)cc1Cl | -21%
77 | CC1=C(C(=O)Nc2ccccc2)C(c2ccc(Cl)cc2Cl)NC(=S)N1 (configuration not stated) | ?
78 | CCOC(=O)c1cc(-c2ccc(S(=O)(=O)N3CCN(c4cc(Cl)ccc4C)CC3)s2)on1 | 12%
79 | CCc1noc(-c2cn(C3CCN(C(=O)c4ccc(C)cc4)CC3)nn2)n1 | 6%
80 | CCC(CC)C(=O)N1C[C@@H]2CCCN3CCC[C@@H]([C@H]23)[C@H]1CCCC(=O)N1CCOCC1 | -9%
81 | CC1CCC2(CC1)NC(=O)N(CC(=O)Nc1ccc(Br)cc1)C2=O (configuration not stated) | 24%
82 | CCC(C)[C@@H](NC(=O)NCc1ccc(C)cc1)C(=O)OC (some centres not stated) | 16%
83 | CN1C(=O)CCC2(CNC(=O)Cc3c[nH]c4ccccc34)CCCC=C12 (configuration not stated) | -32%
84 | CCOC(=O)N1CCN(C(=O)c2nn3c(C(F)(F)F)cc(-c4cccs4)nc3c2Cl)CC1 | 6%
85 | O=C(Nc1ccc(CC(=O)N2CCOCC2)cc1)c1cc(F)cc(F)c1 | 12%
86 | Cc1ccc(C)c(NC(=O)Cn2c(=O)n(Cc3ccc4c(c3)OCO4)c(=O)c3oc4ccccc4c32)c1 | 4%
87 | Cc1cc(C)c(NC(=O)C2CCCN(S(=O)(=O)c3c(C)noc3C)C2)c(C)c1 (configuration not stated) | 15%
88 | Cn1ccnc1SCC(=O)Nc1cc(Cl)ccc1Cl | 3%
89 | CC(=O)N1CCC(NC[C@H]2COCc3nc4cc(F)ccc4n32)CC1 | 12%[86.2 µM]
90 | O=C(NC1CCN(c2cc(-c3ccccc3)[nH]n2)C1)c1cc(F)ccc1Cl (configuration not stated) | ?

The list continues.
# | canonical_smiles | KDM5B inhibitor
91 | Cc1ccccc1-c1nc(C#N)c(NCCc2ccccc2)o1 | ?
92 | Cc1ccc(C)c(CS(=O)CCC(=O)Nc2ccccc2)c1 (configuration not stated) | 15%
93 | Cc1ccc(C)c(N2CCN(C(=O)CN3C(=O)COc4ccc(S(=O)(=O)N5CCCC5)cc43)CC2)c1 | -17%
94 | O=C1Nc2ccccc2CC12CCN(Cc1ccc(F)cc1)CC2 | ?
95 | N#Cc1ccc(Oc2ccc(C=O)cc2)cc1C#N | ?
96 | COc1ccc(-c2nn3c(=O)cc(CNC(=O)c4cc(OC)c(OC)c(OC)c4)nc3s2)cc1 | ?
97 | COc1ccc(-n2c(SCCC(C)C)nc3sc4c(c3c2=O)CC(C(C)C)OC4)cc1 (configuration not stated) | -20%
98 | Cc1ccccc1C(=O)N1CCC2(CC1)N(C)C(=O)CS2(=O)=O | -2%
99 | O=C(NC1CCOC2(CCOCC2)C1)c1csc(Cc2ccccc2)n1 (configuration not stated) | -6%
100 | N#Cc1ccc(NCCNC(=O)C2CC=CCC2)nc1 (configuration not stated) | -15%
101 | CC(C)(C)n1nnnc1C1CC2(CCOCC2)C(=O)N1Cc1cccc(F)c1 (configuration not stated) | -20%
102 | Nc1nc(SCC(=O)NCc2ccc(Cl)cc2Cl)n[nH]1 | 13%
103 | O=C(CCn1cnnn1)Nc1ccc(F)cc1 | 7%
104 | CCCCC(=O)Nc1ccc2oc(-c3ccc(F)cc3Cl)nc2c1 | ?
105 | CCc1nc2ccccc2c(C(=O)OCC(=O)NC(N)=O)c1C | 0%

Results in sequence from the entries so far.
Compounds 99 to 104 in KDM5B inhibitor read -6%, -15%, -20%, 13%, 7%, ?

(further entries)
# | canonical_smiles | KDM5B inhibitor
106 | COCCN(CCOC)C(=O)[C@@H](C)C1CC[C@@]2(C)CC[C@H](NC(=O)c3cncnc3)[C@@H](C)[C@@H]2[C@H]1O (some centres not stated) | 14%
107 | NC(=O)C1CCCN(C(=O)CCc2ncc(-c3ccc(F)cc3)o2)C1 (configuration not stated) | 4%
108 | Cc1cc(C)n(-c2nc(SCCN3CCOCC3)c3c4c(sc3n2)CCCC4)n1 | ?
109 | CC1(c2cc(F)ccc2F)NC(=O)N(CC(=O)Nc2cccc(S(=O)(=O)N3CCCC3)c2)C1=O (configuration not stated) | -6%

Assay outcomes as filed in PubChem.
